SIAE inh – human SIAE inhibition, primary screen; Q9HAT2; SIAE FP-Rh probe binding, fluorescence polarization; inhibition, % at 9.66 µM; 0.69% of 370,000 active;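 active means inhibition above a cutoff: mean of compounds within the control limits plus 3 SD of those, cut at about 17% in these data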;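 further: 0% = plate median of compound wells and 100% = probe without SIAE protein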
HTRA1 inhibitor – inhibitors of human serine peptidase HTRA1. Q92743. recombinant HTRA1, FP-rhodamine activity-based probe, fluorescence polarization. inhibition, % at 5.96 µM. 0.5% of 340,000 active. AID 504803; in the data active means inhibition above about 36%;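 further: 0% = enzyme with DMSO and 100% = wells lacking enzyme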
LEDGF integ inh – blocks HIV-1 LEDGF/p75-dependent DNA integration | inhibition, % at 3.7 µM | AID 743269 | TR-FRET IN-LEDGF/p75 DNA integration, Eu/Cy5 | 0.64% of 370,000 active;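 active means inhibition above the screen-wide mean plus 3 SD, cut at about 13% in these data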;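 further: signal is the Cy5 over europium emission ratio at 671 and 618 nm; 0% = plate median of compound wells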
MBD2 DNA inh – inhibitors of human MBD2 binding to methylated oligonucleotide; Q9UBB5; TR-FRET; inhibition, % at 4.4 µM; 0.31% of 370,000 active; AID 686964; in the data active means inhibition above about 13%
TDP2 inh – blocks human TDP2 phosphodiesterase activity. 0.34% of 370,000 active. O95551. inhibition, % at 12.8 µM. AID 720702. recombinant TDP2, T5PNP hydrolysis, p-nitrophenol absorbance 415 nm;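 active means inhibition above the mean of all tested compounds plus 3 SD, set per campaign, cut at about 25% in these data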;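 further: 0% = DMSO with enzyme and 100% = buffer with substrate but no TDP2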
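Assay system: recombinant human TDP2 / Reagent: T5PNP substrate at 5 mM, a TopII-DNA adduct mimic / Measured by: epi absorbance from released p-nitrophenol / Evaluation: % inhibition relative to enzyme-containing and enzyme-free wells / Control set: enzyme-free and DMSO wells / Replicates: each compound tested once, singlicate / Schedule: enzyme reaction with compound for 2 h at 37 °C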
ABHD4 inh – inhibitors of mouse ABHD4. 0.54% of 370,000 active. inhibition, % at 8.92 µM. purified mABHD4, FP-Rh probe fluorescence polarization. AID 720543;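 active means inhibition exceeding the mean over every tested compound plus 3 SD, cut at about 30% in these data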;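 further: 0% = plate median of compound wells and 100% = S159A mutant with DMSO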
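Doses – 8.92 µM, single dose · Material – wild-type mouse ABHD4 protein · Replication – single well per compound (singlicate) · Measure – percent inhibition of probe binding, normalized to plate controls · Schedule – 45 min compound pre-incubation plus 60 min probe step, 25 °C · Detection – fluorescence polarization with parallel and perpendicular emission, 525/598 nm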
rCAG RNA binder – molecules binding r(CAG) RNA repeats | r(CAG) RNA repeat, TO-PRO-1 dye displacement fluorescence | inhibition, % at 3 µM | 1.3% of 370,000 active;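 active means inhibition above the plate cutoff, the mean of all test compounds on that plate plus 3 SD, cut at about 35% in these data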;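 further: 0% = DMSO alone and 100% = 100 µM mitoxantrone as full dye displacement; higher means more dye released from RNA so lower well fluorescence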
PRMT1 FP inh – blocks human protein arginine methyltransferase 1; 1.3% of 370,000 active; inhibition, % at 2.79 µM; AID 652257; recombinant PRMT1, activity-based probe fluorescence polarization; Q99873;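 active means inhibition above about 21% made by adding two undisclosed values, limit read from the data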
TCR-CD3 inh – inhibitors of human TCR-CD3 interaction; AID 651800; inhibition, % at 9.4 µM; 0.37% of 360,000 active; TAMRA-labeled TCR probe fluorescence, biochemical; in the data active means inhibition above about 19%;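 further: recombinant mutant TCR 2C K166C tagged with TAMRA read by polarization; 0% = receptor in buffer alone and 100% = receptor with positive control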
NPR2 activator – GC-B (human) receptor activation. P20594. 0.11% of 370,000 active. activation, % at 10 µM. HEK293-GC-B cells, CNP EC30, cGMP TR-FRET; 0% at EC30 CNP, 100% saturating CNP;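 active means activation at 10 µM reaching about 35% in either raw or pattern-adjusted values, limit read from the data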
Target sequence (P20594 whole entry, looked up): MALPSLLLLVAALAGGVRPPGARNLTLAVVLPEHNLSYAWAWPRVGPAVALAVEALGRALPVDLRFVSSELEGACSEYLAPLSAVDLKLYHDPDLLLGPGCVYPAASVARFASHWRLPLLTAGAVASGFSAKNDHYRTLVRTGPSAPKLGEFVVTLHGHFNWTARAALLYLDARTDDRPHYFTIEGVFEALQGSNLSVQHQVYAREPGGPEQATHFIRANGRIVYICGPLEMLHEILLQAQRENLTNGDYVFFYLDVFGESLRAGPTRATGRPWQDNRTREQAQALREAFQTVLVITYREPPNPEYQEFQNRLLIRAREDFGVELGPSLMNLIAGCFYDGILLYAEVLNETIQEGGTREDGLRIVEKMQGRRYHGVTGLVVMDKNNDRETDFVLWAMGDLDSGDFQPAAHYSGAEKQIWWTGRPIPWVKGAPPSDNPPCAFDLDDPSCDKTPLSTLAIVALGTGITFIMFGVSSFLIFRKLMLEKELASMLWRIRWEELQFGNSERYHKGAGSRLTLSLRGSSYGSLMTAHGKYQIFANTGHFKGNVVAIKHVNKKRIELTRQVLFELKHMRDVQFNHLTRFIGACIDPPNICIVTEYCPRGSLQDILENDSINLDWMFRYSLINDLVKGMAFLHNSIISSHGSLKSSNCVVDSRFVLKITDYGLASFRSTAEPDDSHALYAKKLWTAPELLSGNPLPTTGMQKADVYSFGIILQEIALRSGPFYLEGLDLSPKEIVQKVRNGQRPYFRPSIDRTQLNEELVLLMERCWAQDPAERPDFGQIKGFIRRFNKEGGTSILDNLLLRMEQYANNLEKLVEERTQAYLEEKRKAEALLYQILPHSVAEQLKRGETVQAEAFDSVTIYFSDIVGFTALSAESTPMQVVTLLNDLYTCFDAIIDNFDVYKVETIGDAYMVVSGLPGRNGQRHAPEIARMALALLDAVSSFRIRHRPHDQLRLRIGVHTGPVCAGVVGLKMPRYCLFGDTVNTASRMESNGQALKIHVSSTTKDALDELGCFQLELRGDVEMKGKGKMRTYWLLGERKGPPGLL
An asterisk follows results filed as active; . = no result given. Not all compounds are listed; rates above refer to the full screens.

SMILES	SIAE inh	HTRA1 inhibitor	LEDGF integ inh	MBD2 DNA inh	TDP2 inh	ABHD4 inh	rCAG RNA binder	PRMT1 FP inh	TCR-CD3 inh	NPR2 activator
CC(C)C(NS(=O)(=O)c1cccs1)C(=O)N(C)Cc1ccccc1 (centres undefined)	-5	5	7	2	-8	-9	3	-5	-3	-4
CC(=O)Nc1ccc(S(=O)(=O)Nc2ccc(F)c([N+](=O)[O-])c2)cc1	-1	5	2	-6	12	5	2	3	5	2
O=C(c1ccc(Br)cc1)N1CCN(c2ncccn2)CC1	2	-1	-1	-2	3	0	-7	1	2	-3
Cc1ccc(N(C)S(=O)(=O)c2ccc3c(c2)CC(C)N3C(=O)C2CC2)cc1 (centres undefined)	5	-29	-3	-2	-13	-3	-1	-3	3	2
Cc1cc(C)nc(Nc2ccccc2Br)n1	1	-6	-2	1	10	-5	1	-2	4	-6
CCN(CC)c1ccc(C(=O)NNC(=O)C2CCN(c3ncnc4sc(C)c(C)c34)CC2)cc1	-7	-12	0	3	-3	10	6	-1	-1	-5
COc1ccc(CCC(=O)NCCS(=O)(=O)N2CCN(c3ccccc3)CC2)cc1	16	-11	2	-5	0	5	-8	5	-4	6
O=C(CO/N=C/c1cccc([N+](=O)[O-])c1)NC1CCCCCC1	3	-2	-1	-1	-1	10	-3	0	-6	-4
CCCn1c(=O)c(C(=O)NCCc2ccc(Cl)cc2)c(O)c2ccccc21	2	-1	-3	1	0	-4	1	-1	-4	-3
COc1ccc(S(=O)(=O)NCc2cccnc2)cc1NC(=O)c1ccc(C)cc1	-3	-5	1	1	14	-2	1	0	9	1
NC(=O)C1(C(N)=O)OC1c1ccccc1 (centres undefined)	-1	9	-3	-4	14	3	1	-2	-2	2
O=[N+]([O-])c1ccc2c(c1)-c1ccccc1C2O (centres undefined)	6	0	-4	-6	-3	5	5	36*	1	2

The closing three records of the part above lead into the next.
SMILES	SIAE inh	HTRA1 inhibitor	LEDGF integ inh	MBD2 DNA inh	TDP2 inh	ABHD4 inh	rCAG RNA binder	PRMT1 FP inh	TCR-CD3 inh	NPR2 activator
COc1ccc(S(=O)(=O)NCc2cccnc2)cc1NC(=O)c1ccc(C)cc1	-3	-5	1	1	14	-2	1	0	9	1
NC(=O)C1(C(N)=O)OC1c1ccccc1 (centres undefined)	-1	9	-3	-4	14	3	1	-2	-2	2
O=[N+]([O-])c1ccc2c(c1)-c1ccccc1C2O (centres undefined)	6	0	-4	-6	-3	5	5	36*	1	2
O=C(N/N=C/c1ccc(O)cc1)/C(=C/c1ccccc1)CCO	-1	16	-3	5	17	13	-1	3	-1	2
Cc1nc2nc(SCc3ccc([N+](=O)[O-])cc3)[nH]c2cc1Br	-1	0	4	2	-18	-1	4	-8	4	-1
Cc1c(NC(=O)C2CCCN(S(=O)(=O)c3c(C(C)C)cc(C(C)C)cc3C(C)C)C2)c(=O)n(-c2ccccc2)n1C (centres undefined)	3	.	0	3	5	-1	7	-2	.	-2
O=C(c1cc(C2CC2)nn1-c1ccccc1)N1CCN(Cc2c(F)cccc2Cl)CC1	3	-14	1	-4	-1	-1	-1	-1	4	-2
COc1ccc2cc(C#N)c(Cl)nc2c1	6	.	-3	-1	-3	5	-3	0	4	2
Cc1cc(C(=O)CSc2nnc(-c3ccco3)o2)c(C)n1Cc1ccco1	-12	-7	3	2	9	6	7	3	2	-3
Cc1noc(C)c1NC(=O)N(C)C[C@@H]1OCc2cnnn2CCCC(=O)N([C@@H](C)CO)C[C@@H]1C	5	0	-3	-2	-6	1	2	-2	1	0
N=c1c2ccccc2nnn1-c1cccc(C(F)(F)F)c1	-3	0	2	0	4	-5	0	0	2	-4
O=C(COc1ccccc1F)N1CCc2ccccc2C1	1	1	2	0	-11	-3	-5	-2	12	1
CC(=O)c1ccc(S(=O)(=O)NCCC(=O)OCC(=O)N2CCCC2=O)cc1	-3	-4	4	-1	-3	1	0	-4	6	0
Cc1nc(NC(=O)/C=C/c2ccccc2)sc1C(=O)Nc1cccc(Cl)c1	-7	-16	5	-4	-9	0	0	-1	3	2
CC(=O)NC(c1ccc([N+](=O)[O-])cc1)c1c(O)ccc2ccccc12 (centres undefined)	-6	-10	1	3	0	-4	2	-3	3	0
CN(CC(O)COc1ccc2ccccc2c1)C1CCCCC1 (centres undefined)	7	5	-1	-2	9	0	8	-1	6	0
CCCCn1c(N)c(N(CC(C)C)C(=O)c2cc(-c3ccc(OC)cc3)nc3ccccc23)c(=O)[nH]c1=O	11	-3	1	7	8	1	2	-1	-7	-4
COc1ccc(CCN=C(NS(=O)(=O)c2ccc(Cl)cc2)c2ccccc2)cc1	5	.	3	1	3	-6	-6	0	11	-14
CC(=O)NS(=O)(=O)c1ccc(NC(=O)c2ccc(-n3nc(C)cc3C)cc2)cc1	-3	-3	4	-1	-6	0	6	-2	4	2
CCC(C)c1ccc(S(=O)(=O)N2CCN(CC(O)COCC3CCCO3)CC2)cc1 (centres undefined)	0	3	2	0	6	14	-6	3	-9	3
Cc1cc(C)nc(N2CCCC(C(=O)Nc3nc4ccc(S(C)(=O)=O)cc4s3)C2)n1 (centres undefined)	1	-14	-3	0	-2	-2	16	1	-1	6
Cc1cc(Br)ccc1NC(=O)CNC(=O)CSc1ncccn1	-3	-2	1	2	5	-1	13	-1	-1	7
CN(C)CCN(C(=O)/C=C/c1cccs1)c1nc2ccc(Br)cc2s1	-5	-8	3	1	-1	3	3	-2	3	-1
COc1ccc(Cl)cc1NC(=O)CN(C)CC(=O)NCc1cccs1	4	-2	5	-4	3	0	-3	-3	-5	-6
O=C(O)c1cccc(S(=O)(=O)Nc2ccc(Oc3ccccc3)cc2)c1	-2	-5	0	3	9	-7	24	0	6	0
CCCn1c(-c2ccc[nH]c2=O)nc2ccccc21	2	0	-3	4	-4	2	-2	3	-3	0
Cc1sc2ncn3ncnc3c2c1C	0	2	-4	-1	0	5	0	-1	7	1
C/C(=N\NC(=O)Cc1cccn1C)c1cccs1	3	-3	1	-1	4	3	5	3	-1	2
O=C(NCc1ccco1)c1cc(-c2ccccn2)nc2ccccc12	-1	1	-3	0	3	2	0	5	0	4
Cc1oc2nc(SCC(=O)NC3CCCCC3)nc(N)c2c1C	6	-2	2	-1	-5	5	-5	1	0	0
Cc1ccc(C(=O)N2CCN(c3ncnc4c(C)csc34)CC2)cc1	0	2	1	-2	0	8	-4	2	-4	-1
CCCC1=Nc2cc(C(=O)NCCCN3CCN(C)CC3)ccc2Sc2ccccc21	-3	-3	1	-2	-7	1	-3	-1	10	-2
Cc1c(Nc2nc3ccccc3nc2NS(=O)(=O)c2cccc(Cl)c2)c(=O)n(-c2ccccc2)n1C	1	0	-5	3	-5	3	52*	2	-5	2
CC1C(=O)N(Cc2cccc(F)c2)c2ccccc2N1C(=O)c1ccccc1 (centres undefined)	5	-3	8	0	-11	-5	-7	-7	1	-3
COc1cccc(C(=O)COC(=O)C2CC3CCCC(C2)C3=O)c1 (centres undefined)	-3	-4	2	-1	5	3	-1	0	2	1
CC(C(=O)N(C)C1CCS(=O)(=O)C1)N1C(=O)/C(=C/c2ccco2)SC1=S (centres undefined)	4	3	30*	-2	-7	13	22	24*	1	3
Cc1sc2nc(C(C)C)nc(SCC(=O)NCc3ccco3)c2c1C	5	-26	2	3	-10	-6	-3	1	1	-2
Cc1cnc(C(=O)NC2CCSc3ccccc32)cn1 (centres undefined)	2	-2	-4	0	-5	-6	3	9	-1	2
O=C(N/N=C/c1ccc(Br)cc1)c1cc[n+](Cc2ccccc2)cc1	4	10	1	1	-8	6	7	3	-2	-2
CCCc1nc2c3ccccc3ccn2c1Cc1ccccc1C(F)(F)F	4	.	0	4	5	0	0	5	-1	-6
Cc1ccc(S(=O)(=O)Nc2ccccc2C(N)=O)cc1	5	8	1	-2	10	0	2	-5	-1	-1
O=C(O)CCC(=O)Nc1nc2nccc(-c3ccccc3)n2n1	-7	3	-4	3	10	1	1	3	0	2
N=C1SCC(=O)N1c1ncc(Cc2ccccc2Cl)s1	4	11	5	-4	-4	5	16	5	-5	7
CCC1(C)Cc2c(sc3nc(SC)[nH]c(=O)c23)CO1 (centres undefined)	-2	-1	1	2	-5	-1	0	-6	-1	-3
O=C(O)c1cc(-c2ccccc2)nc2nc(N3CCCCC3)sc12	-4	.	11	-5	-13	-17	21	-3	-2	-6
COC(=O)c1nn(-c2ccccc2)c(Sc2ccc(Cl)cc2)c1/C=N/O	-10	-30	0	2	-14	-21	-5	-3	5	-8
CCN(CC)CCCNC(=O)Cn1ncn2cccc2c1=O	-3	4	-2	3	-6	-2	0	0	-8	2
Cc1ccc(CNC(=O)c2cccc3c2C(=O)c2ccc(N4CCOCC4)cc2S3(=O)=O)cc1	-2	-4	0	-3	-3	3	-5	1	6	2
COc1ccc(CN(Cc2cccnc2)S(=O)(=O)c2ccc(-n3cnnn3)c(OC)c2)cc1	-5	9	0	-1	-14	1	-3	0	1	1
COc1ccc(N2CCN(S(=O)(=O)c3c(C)[nH]c(C)c3C(=O)N3CCCCC3)CC2)cc1	5	9	2	3	-12	-3	-4	-3	3	1
O=C(c1ccc(S(=O)(=O)N2CCCCC2)cc1)N1CCCc2ccccc21	-2	-9	-1	-1	-4	-2	-4	2	4	1
O=[N+]([O-])c1ccc(Cl)c(/C=N/n2c(-c3ccncc3)n[nH]c2=S)c1	3	4	4	3	14	-2	1	-3	-7	-6
CCCSc1nc2c(c(=O)[nH]c(=O)n2C)n1C	-1	-4	0	4	3	-1	-2	-2	2	0
COC(=O)[C@H](Cc1ccccc1)NC(=O)NCCc1ccc(OC)cc1	-1	12	-4	0	-3	-7	-4	0	-15	1
CC(C)Cn1c(N)c(C(=O)COC(=O)c2ccncc2)c(=O)n(C)c1=O	4	6	-2	4	1	1	0	-1	2	2
COc1ccc(N2CCN(C(=O)c3ccccc3Br)CC2)c([N+](=O)[O-])c1	-4	-2	-3	0	8	-3	-6	4	-2	0
O=C(Nc1ccc(F)c(Cl)c1)c1cccnc1	-7	7	-3	-1	-5	0	-2	-4	-2	1
Cc1cc(NC(=O)CSc2nnc(C)n2-c2ccccc2)no1	10	-8	1	5	1	-3	-2	2	-13	-1
O=C(CN1C(=O)C2CC=CCC2C1=O)Nc1cc(C(F)(F)F)ccc1N1CCCC1 (centres undefined)	6	-3	-2	10	-9	-10	-5	5	-1	3
Cc1ccccc1NC(=O)CCc1c(C)nn(-c2ccc(N3CCCCC3)nn2)c1C	4	2	4	-2	22	0	-7	-6	7	4
CC(=O)n1cc([C@H]2C=C(C(=O)NCc3ccccc3)O[C@@H](OCCCCO)C2)c2ccccc21	-5	-18	2	-5	6	2	5	-4	3	-3
O=C1CCC[C@@H]2C[C@@]3(C[C@@H]4CCN1[C@H]24)Nc1cc(Cl)ccc1NC3=NCc1ccccc1	1	6	-1	1	-5	3	6	0	5	-24
CSC1=NCCN1C(=O)c1ccc(Br)o1	0	-2	-3	-4	-2	0	-1	8	-9	-1

Screening results deposited in PubChem BioAssay by several laboratories.
